GLS inhibitor: qHTS for Inhibitors of Glutaminase (GLS); 410,000 compounds, 0.21% hits; Potency, µM (top dose mostly 45.5 µM), without a hit: at the top dose activity change, negative = inhibition, usual class: inhibitors; GLS enzymatic activity, qHTS titration; Glutaminase kidney isoform, mitochondrial (Homo sapiens), O94925; AID 624170, 2012; further: potency means the concentration at half of the fitted maximal effect; on the % scale 0 is the no-effect control and ±100 the full control effect
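Assay buffer: 45 mM KH2PO4 pH 8.2, 0.02% Tween-20. hKGA acts on L-glutamine (1 mM solution added); product glutamate is reported by an oxidase/peroxidase Amplex Red coupling, with fluorescence taken at baseline and 30 min.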
JMJD2A Tudor: qHTS Assay for Inhibitors of JMJD2A-Tudor Domain. Lysine-specific demethylase 4A (Homo sapiens), O75164. AlphaScreen JMJD2A-Tudor / H3K4me3 peptide binding. Potency, µM (titrated, usually from 114 µM), for the others: at the top dose activity change, negative = inhibition, actives largely listed as inhibitors. 390,000 compounds, 4.4% hits; further: potency means the concentration at half of the fitted maximal effect; on the % scale 0 is the no-effect control and ±100 the full control effect; nearly all actives have a fitted effect of over 50% in size
RGS4 inhibitor: Inhibitors of Regulator of G Protein Signaling (RGS) 4: qHTS; Regulator of G-protein signaling 4 (Homo sapiens), P49798; Transcreener GDP fluorescence polarization, RGS4-accelerated GTP hydrolysis; Potency, µM (series often up to 114 µM), for inactives: at the highest dose activity change, negative = inhibition, usual class: inhibitors; 390,000 compounds, 0.039% hits; AID 504845, 2011; further: potency means the concentration at half of the fitted maximal effect; on the % scale 0 is the no-effect control and ±100 the full control effect; nearly all actives have a fitted effect of over 75% in size; some results filed as inactive show a strong effect at the top dose
Target sequence (P49798 whole entry, looked up): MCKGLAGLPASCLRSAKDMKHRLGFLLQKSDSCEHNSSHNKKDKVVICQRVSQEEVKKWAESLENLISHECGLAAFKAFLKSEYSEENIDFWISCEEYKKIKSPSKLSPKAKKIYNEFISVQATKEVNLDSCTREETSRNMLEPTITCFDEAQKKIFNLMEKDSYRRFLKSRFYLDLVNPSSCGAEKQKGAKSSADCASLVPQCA
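MLSMR compounds (23 nl, pin-transferred) preincubated 10 min at room temperature with a 500nM (2x) first reagent, then RGS4 at 900nM (2x) plus Transcreener GDP mix added; fluorescence polarization (620/688 nm) read before and after 90 min at 30 °C.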
ERG-DNA inh: qHTS for Small Molecule Inhibitors of the ERG Ets/DNA interaction | Transcriptional regulator ERG (Homo sapiens), P11308 | 370,000 compounds, 0.028% hits | fluorescence polarization, His-ERG Ets domain / labelled DNA | Potency, µM (doses to about 76.9 µM), without a hit: at the top dose FP activity, negative = inhibition, usual class: inhibitors; active means well fitted inhibition curve with a large enough effect in the polarisation, with a control signal flat; inconclusive means small, poorly fitted or top-dose-only effect, or effect the other way, or a change in a side signal; inactive means no such curve, though single readings can be large or run the other way; the % refers to the polarisation;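 further: polarization taken with two DNA probes labelled with fluorescein and Texas red; potency means the concentration at half of the fitted maximal effect; % of control where 0% means no effect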
Target sequence (P11308 whole entry, looked up, the tested form may be a part): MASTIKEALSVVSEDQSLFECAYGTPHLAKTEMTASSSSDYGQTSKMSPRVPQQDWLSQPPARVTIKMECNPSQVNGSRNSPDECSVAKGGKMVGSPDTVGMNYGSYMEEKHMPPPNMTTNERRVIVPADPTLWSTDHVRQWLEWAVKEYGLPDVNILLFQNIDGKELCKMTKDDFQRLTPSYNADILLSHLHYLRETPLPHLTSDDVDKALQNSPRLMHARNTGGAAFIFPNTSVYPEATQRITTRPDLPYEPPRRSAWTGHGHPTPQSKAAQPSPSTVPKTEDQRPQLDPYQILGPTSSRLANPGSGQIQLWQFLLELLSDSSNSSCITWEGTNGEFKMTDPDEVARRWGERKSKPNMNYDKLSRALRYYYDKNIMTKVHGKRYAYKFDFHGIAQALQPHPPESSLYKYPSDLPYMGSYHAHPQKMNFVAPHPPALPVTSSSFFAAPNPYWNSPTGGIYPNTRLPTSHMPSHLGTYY
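His-tagged ERG Ets domain (1 uM in the protein solution; 300mM KCl, 50mM Tris-HCl, 1mM EDTA, 1mM DTT, pH 7.5) received compound, then a probe mix of 5 nM fluorescein-DNA and 100nM Texas-615-DNA. Fluorescence polarization was read for both dyes.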
PI4K2A inh: qHTS for small molecular inhibitors of PI4K2A | 420,000 compounds, 0.13% hits | purified PI4K2A, ADP-Glo luminescence, 1 h; active compounds read low | activity change, negative = inhibition, % at 76.9 µM | Phosphatidylinositol 4-kinase type 2-alpha (Homo sapiens), Q9BTU6; in the data active means activity change below about -50%; inconclusive means mostly about -30% to -49%;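 further: -100% = wells without enzyme as full effect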
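ADP-Glo luminescence measured ADP generated by PI4K2A enzyme (4 ug/mL before mixing) with 1.2 mM PI substrate (pre-mix) and 300 microM ATP (pre-mix). Tris pH7.5 buffer with MgCl2, Triton X-100; 1 h reaction at ambient temperature.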
HP1b binding inh: HTS for Inhibitors of HP1-beta Chromodomain Interactions with Methylated Histone Tails; Chromobox protein homolog 1 (Homo sapiens), P83916; AlphaScreen HP1-beta / biotin-H3K9me3 peptide binding; Potency, µM (highest dose often 114 µM), without a hit: at the top dose activity change, negative = inhibition, actives largely listed as inhibitors; 390,000 compounds, 0.56% hits; AID 540317, 2011; further: potency means the concentration at half of the fitted maximal effect; nearly all actives have a fitted effect of over 70% in size; inactives centre near 23
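HP1-beta protein (50 nM final) preincubated 30 min at room temperature with biotinylated H3(1-18)K9me3 peptide (50 nM) in PBS pH 7.4, 0.01% Tween-20, then compound added for 30 min. AlphaScreen streptavidin donor/nickel chelate acceptor beads (10 ug/mL final), 30 min dark, luminescence read.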
G9a inh: qHTS Assay for Inhibitors of Histone Lysine Methyltransferase G9a. Histone-lysine N-methyltransferase EHMT2 (Homo sapiens), Q96KQ7. G9a H3K9 monomethylation, AlphaScreen, 2 h. Potency, µM (series often up to 102 µM), for the others: at the highest dose activity, negative = inhibition, actives largely listed as inhibitors. 350,000 compounds, 8.8% hits. AID 504332, 2011; further: potency means the concentration at half of the fitted maximal effect; on the % scale 0 is the no-effect control and ±100 the full control effect; nearly all actives have a fitted effect of over 75% in size
Target sequence (Q96KQ7 913-1193 limits assumed): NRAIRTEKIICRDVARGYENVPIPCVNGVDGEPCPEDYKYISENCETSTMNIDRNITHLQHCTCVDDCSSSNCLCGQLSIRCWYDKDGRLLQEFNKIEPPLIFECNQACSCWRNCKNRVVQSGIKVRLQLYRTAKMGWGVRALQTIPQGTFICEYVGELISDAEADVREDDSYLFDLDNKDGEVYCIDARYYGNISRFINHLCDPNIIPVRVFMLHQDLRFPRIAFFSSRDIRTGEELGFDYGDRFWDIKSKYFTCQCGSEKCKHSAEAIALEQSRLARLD
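Methyltransferase reactions run at room temperature for 2 h (20 nM enzyme, 500 nM biotin-H3K9 peptide, 20 uM SAM) after a 15 min compound preincubation; product detected by AlphaScreen beads and anti-H3K9me1 antibody.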
BAZ2B inh: qHTS Assay for Inhibitors of BAZ2B | Bromodomain adjacent to zinc finger domain protein 2B (Homo sapiens), Q9UIF8 | AlphaScreen BAZ2B-H3K14Ac peptide displacement | Potency, µM (series often up to 114 µM), for the others: at the highest dose activity change, negative = inhibition, most hits filed as inhibitors | 360,000 compounds, 4.4% hits | AID 504333, 2011; further: potency means the concentration at half of the fitted maximal effect; on the % scale 0 is the no-effect control and ±100 the full control effect; nearly all actives have a fitted effect of over 60% in size
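AlphaScreen luminescence quantifies BAZ2B engagement of H3K14Ac peptide; the protein and biotinylated peptide are both at 50 nM final, buffer PBS pH 7.4 with 0.01% Tween-20, all steps at room temperature.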
ALOX12 inh: Primary qHTS assay for inhibitors of human arachidonate 12S-lipoxygenase (ALOX12): Round 2; Polyunsaturated fatty acid lipoxygenase ALOX12 (Homo sapiens), P18054; 580,000 compounds, 1.1% hits; Potency, µM (highest dose often 108 µM), for inactives: at the top dose activity change, negative = inhibition, usual class: inhibitors; purified 12hLO, xylenol orange hydroperoxide absorbance; further: potency means the concentration at half of the fitted maximal effect; on the % scale 0 is the no-effect control and ±100 the full control effect
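Purified human 12hLO (150 nM final) in 25 mM Hepes, 0.01% Triton X-100, pH 7.0 was preincubated 15 min at room temperature with compound. Then 40 uM arachidonic acid was added, 30 min. Hydroperoxide was read by Fe-XO absorbance ratio 573/405 nm.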
* marks the source's active call; other numbers are inactive results; u = inconclusive; x = no result given; [ ] = remark or other dose. Unless noted, the call rests on the fitted dose curve; in most records, active means well fitted curve in the direction sought with a large enough effect; inconclusive means small, poorly fitted or top-dose-only effect, or another doubt; inactive means no such curve, though single readings can be large; an effect the other way counts as inactive or inconclusive. Not all compounds are listed, so the mix of outcomes need not match the whole.

ALOX12 inh	RGS4 inhibitor	SMILES	GLS inhibitor	ERG-DNA inh	PI4K2A inh	HP1b binding inh	G9a inh	JMJD2A Tudor	BAZ2B inh
-10%	-15%	COC(=O)c1sccc1S(=O)(=O)N(CC(=O)Nc1cccc(C)c1C)c1ccc(C)c(C)c1	7%	1%	-4	27%	4%[59 µM]	-9%	-8%
9%	21%	Cc1ccc(C(=O)NNC2=Nc3cc([N+](=O)[O-])ccc3OC2)cc1	-13%	-5%	-12	26%	-3%	-17%	3%
-15%	-23%	CC(=O)Cc1nsc(NC(=O)c2cccc(F)c2)n1	-2%	2%	-3	67%[activator]	-41%	-8%	-8%
36%[activator]	-6%	Fc1ccc(NC(=S)N2CCc3[nH]c4ccccc4c3C2)cc1	-3%	-7%	-3	17%	x	-18%	-10%
1%	2%[56.9 µM]	CC(=O)NC1C(=O)N=C(SCC(=O)Nc2ccc(C(F)(F)F)cc2Cl)NC1=O (configuration not stated)	15%	49%[activator]	-4	35%[activator]	u	u	-8%
-3%	-4%	COc1ccc(/C=C/C(=O)NC(=S)Nc2cc3oc4ccccc4c3cc2OC)cc1	-6%	-13%	-6	34%	u	-4%	4%
-12%	-2%	CC1Cc2ccccc2N1S(=O)(=O)c1cnc(Cl)c(Br)c1 (configuration not stated)	-2%	-10%	3	84%[activator]	18%[12.7 µM]	38%[activator]	19%
-1%[57.4 µM]	-7%	COC(=O)Cn1c(CN2CCOCC2)nc2c1c(=O)n(C)c(=O)n2C	-1%	-1%	-4	41%[activator]	u	-2%	6%

The last 2 records of the part above open the next one:
ALOX12 inh	RGS4 inhibitor	SMILES	GLS inhibitor	ERG-DNA inh	PI4K2A inh	HP1b binding inh	G9a inh	JMJD2A Tudor	BAZ2B inh
-12%	-2%	CC1Cc2ccccc2N1S(=O)(=O)c1cnc(Cl)c(Br)c1 (configuration not stated)	-2%	-10%	3	84%[activator]	18%[12.7 µM]	38%[activator]	19%
-1%[57.4 µM]	-7%	COC(=O)Cn1c(CN2CCOCC2)nc2c1c(=O)n(C)c(=O)n2C	-1%	-1%	-4	41%[activator]	u	-2%	6%
0%	2%	COC(=O)C(O)(CC(=O)c1ccc(OC)cc1)C(F)(F)F (configuration not stated)	-8%	1%	-2	29%	22%[59 µM]	-18%	5%
0%	3%	O=C(/C=C/c1ccc(Br)cc1)NC1CCCCCC1	10%	11%	-3	31%	-8%[12.7 µM]	-15%	10%
-14%	1%	O=C(COC(=O)C1C2CC3OC(=O)C1C3C2)Nc1cccc(Cl)c1 (configuration not stated)	2%	7%	1	30%	16%	1%	-9%
21%	21%	O=C(CC1C(=O)NCCN1C(=O)c1ccccc1)Nc1cc(Cl)ccc1Cl (configuration not stated)	8%	16%	0	55%[activator]	1%	23%	-12%
1%	-20%	O=C(CSc1nnc(-c2ccncc2)o1)Nc1ccccc1Cl	5%	1%	1	39%[activator]	6%[59 µM]	2%	-2%
8%	12%	COc1ccc(OCc2nnc(SCC(=O)N3CCOCC3)o2)cc1	9%	0%	5	8%	x	-21%	-2%
u	4%	COc1cc(S(=O)(=O)Nc2ccncc2)ccc1F	-26%	2%	0	47%[activator]	-41%	-5%	8%
7%	-40%	CC(C)n1cc(CNC(=O)C2CCC(=O)N(Cc3ccccc3F)C2)cn1 (configuration not stated)	-4%	0%	-1	42%[activator]	-21%	6%	-4%

Following part:
ALOX12 inh	RGS4 inhibitor	SMILES	GLS inhibitor	ERG-DNA inh	PI4K2A inh	HP1b binding inh	G9a inh	JMJD2A Tudor	BAZ2B inh
u	-32%	O=S(=O)(NC1CC2CCC1C2)c1ccc(Br)cc1 (configuration not stated)	1%	16%	-6	68%[activator]	25%	12%	-1%
-9%	-31%	Cc1cc(C(=O)Nc2cccc(-c3ccc(N4CCOCC4)nn3)c2)ccc1[N+](=O)[O-]	8%	12%	-3	-9%	u	-28%	-5%
-34%	2%	COc1ccccc1C(=O)Nc1ccc2oc(-c3cccc(Cl)c3Cl)nc2c1	-9%	-3%	1	46%[activator]	-2%[59 µM]	-4%	6%
37%[activator]	-32%	CCOCCCNC(=O)C(NC(=O)CC1NC(=O)NC1=O)c1ccc(Cl)cc1 (configuration not stated)	-1%	-2%	1	48%	7%	4%	-3%
u	14%	O=c1c2c(-c3ccc(Cl)cc3)csc2ncn1/N=C/c1cccc([N+](=O)[O-])c1O	26%	-4%	0	-17%	40µM*	40µM*	50µM*
-22%	-3%	O=C(Nc1ccc(F)cc1F)N1CCN(C/C=C/c2ccccc2)CC1	-5%	-9%	-3	21%	-5%	-23%	-1%
-22%	11%	CCCc1cc(=O)[nH]c(SCc2nc(-c3ccc(OC)cc3)no2)n1	-6%	3%	-9	20%[57 µM]	10%[59 µM]	-30%	1%
-2%	5%	CCOC(=O)Cc1ccc(NC(=O)Nc2c[nH]c(=O)[nH]c2=O)cc1	-1%	0%	-2	22%	-37%[59 µM]	-8%	-16%

Next section:
ALOX12 inh	RGS4 inhibitor	SMILES	GLS inhibitor	ERG-DNA inh	PI4K2A inh	HP1b binding inh	G9a inh	JMJD2A Tudor	BAZ2B inh
-7%	-15%	CCOC(=O)c1c(NC(=O)C2c3ccccc3Oc3ccccc32)sc(C(C)=O)c1C	-12%	x	2	21%	-4%	-8%	3%
-25%	-33%	O=C1C=C(N2CCOCC2)c2ccccc2C1=O	3%	13%	-75*	-2%	u	-15%	-38%
-21%	8%	O=C(c1ccccc1)n1nc(-c2ccccc2)nc1NCc1ccc(F)cc1	1%	-1%	3	111%[activator]	73%[activator][59 µM]	58%[activator]	36%
-14%	28%	Cc1ccccc1-c1nc(CN2CCC(C(=O)NCCC3=CCCCC3)CC2)c(C)o1	x	3%	6	1%	25%[59 µM]	-21%	-13%
-6%	-29%	CCCSC1=NC2(CCN(C(=O)NC3CCCCC3)CC2)N=C1c1ccc(C)cc1	0%	7%	0	0%	-12%[59 µM]	-17%	9%[57.1 µM]
-20%	11%	O=C(NCc1ccco1)C(C(=O)c1ccc(F)cc1)n1ccccc1=O (configuration not stated)	-1%	-8%	-2	4%	44%[59 µM]	-22%	17%
u	u	O=C(N/N=C\c1cccnc1)C1c2ccccc2Oc2ccccc21	-1%	3%	3	30%	-32%	-3%[11.4 µM]	x
8%	-26%	CC(=O)Nc1ccc(NC(=O)c2ccco2)cc1	-18%	-4%	-4	23%	18%[2.33 µM]	-7%	10%

The listing continues:
ALOX12 inh	RGS4 inhibitor	SMILES	GLS inhibitor	ERG-DNA inh	PI4K2A inh	HP1b binding inh	G9a inh	JMJD2A Tudor	BAZ2B inh
-3%	9%	Cc1ccc(S(=O)(=O)N(C)c2c(C)ccc(S(=O)(=O)NC(C)(C)C)c2C)cc1	4%	1%	-2	5%	u	-28%	-3%
u	3%	O=C(Nc1ccc(F)c(Cl)c1)C1CCN(c2ncccn2)CC1	-4%	2%	0	7%	-4%[59 µM]	-14%	3%
0%	3%	COc1cccc(OCC(=O)Nc2ccc(OC)c(OC)c2)c1	10%	3%	-1	50%[activator]	-17%[12.7 µM]	-19%	-4%
0%	-6%	Cc1c(NC(=O)C2CCN(S(=O)(=O)c3ccccc3)CC2)c(=O)n(-c2ccccc2)n1C	12%	6%	-8	0%	0%[12.7 µM]	-13%	1%
-4%	20%	Cc1ccc(/C=N/NC(=O)c2ccc(-n3cccc3)cc2)o1	-5%	5%	-14	23%	17%	-6%	-19%
-10%	1%	CC(C)(C)OC(=O)N(CCc1ccccc1)Cc1cccc(OCc2cccc(NC(=O)C3CCCC3)c2)c1	14%	6%	-3	44%[activator]	x	-4%	x
-30%	0%	O=c1[nH]c(CSc2nnnn2-c2ccccc2)nc2ccccc12	-3%	-2%	2	41%[activator]	-8%	-3%	-18%
4%	3%	Cc1ccc(NC(=O)[C@@H](NC(=O)c2cccc(S(=O)(=O)N3CCOCC3)c2)C(C)C)cc1C	0%	-4%	-6	20%	13%[59 µM]	0%	10%
7%	-25%	S=C(Nc1cccc(Cl)c1)N(CCCN1CCCC1)Cc1cccn1Cc1ccc(Cl)cc1	0%	12%	2	-18%	35µM*	32µM*	u
u	u	CC(=O)c1ccc(-n2c(-c3cc(-c4ccsc4)n[nH]3)n[nH]c2=S)cc1	-4%	17%	-2	10%	1.1µM*	u	-35%
u	u	CCOC(=O)CC(NC(=O)c1cc2cccc(OC)c2oc1=O)c1cccc([N+](=O)[O-])c1 (configuration not stated)	-4%	5%	0	-7%	32µM*	u	2%
